# Screening results deposited in PubChem BioAssay by The Scripps Research Institute Molecular Screening Center.
# ASAP1 GAP inh: inhibitors of human ASAP1 ArfGAP activity | ASAP1-stimulated ARF1 GTP hydrolysis, GDP FP detection | hit rate 0.19% among 360,000 | inhibition, % at 16.5 µM | Q9ULH1; in the data active means inhibition above about 25%;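 further: 0% = vehicle with enzyme and substrate and 100% = no enzyme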
# KLK7 zymogen act: activators of human kallikrein-7 zymogen. activation, % at 7 µM. hit rate 0.9% among 370,000. purified proKLK7, EDANS-DABCYL substrate fluorescence; 100% is mature enzyme control, 0% vehicle;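 active means activation above the mean of all tested compounds plus 3 SD, computed per campaign excluding outliers beyond control limits, cut at about 13% in these data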
# PLCg1 inh: PLC-gamma1 (human) inhibition, primary screen | P19174 | purified PLC-gamma1, fluorogenic substrate, fluorescence | hit rate 0.84% among 370,000 | inhibition, % at 12.2 µM | AID 720700; in the data active means inhibition above about 9.5%
# ARFGAP1 inhibitor: inhibitors of rat ARFGAP1 | hit rate 0.26% among 360,000 | inhibition, % at 16.5 µM | Q62848 | Arfgap1-stimulated ARF1 GTP hydrolysis, GDP FP detection;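 active means inhibition above a per-plate limit, mean inhibition of low control wells plus 3 SD, cut at about 25% in these data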;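 further: 0% = DMSO wells with enzyme and 100% = wells lacking Arfgap1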
#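 Material: truncated rat Arfgap1 GAP domain; Incubation: compound-enzyme preincubation 20 min, reaction 120 min, detection 60 min, 25 °C; Read-out: percent inhibition of Arfgap1-stimulated GTP hydrolysis; Technique: FP, GDP Alexa 633 tracer displaced from anti-GDP antibody, 620/688 nm; Controls: No-Arfgap1 wells (100%) versus DMSO full-reaction wells (0%); Replication: single well per compound.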
# MBD2 DNA inh: MBD2-methylated oligo binding inhibition | hit rate 0.31% among 370,000 | TR-FRET, MBD2 binding to methylated oligonucleotide | inhibition, % at 4.4 µM | AID 686964 | Q9UBB5; in the data active means inhibition above about 13%
# Target sequence (Q9UBB5 whole entry, looked up): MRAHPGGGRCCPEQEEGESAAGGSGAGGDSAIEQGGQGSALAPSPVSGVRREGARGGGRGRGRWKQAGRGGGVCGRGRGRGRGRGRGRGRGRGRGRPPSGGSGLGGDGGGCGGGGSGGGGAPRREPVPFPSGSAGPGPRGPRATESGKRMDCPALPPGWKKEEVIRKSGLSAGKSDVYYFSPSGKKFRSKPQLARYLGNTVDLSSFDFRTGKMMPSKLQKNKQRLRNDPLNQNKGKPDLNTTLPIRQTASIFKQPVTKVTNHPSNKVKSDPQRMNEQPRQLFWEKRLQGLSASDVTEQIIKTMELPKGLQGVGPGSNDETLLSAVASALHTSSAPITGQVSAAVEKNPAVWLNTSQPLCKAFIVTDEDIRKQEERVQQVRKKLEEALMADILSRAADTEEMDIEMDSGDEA
# DDE Tn7 FP inh: inhibitors of Tn7 peptide binding to human fibrin DD(E). AID 720508. inhibition, % at 8.3 µM. hit rate 0.13% among 370,000. FP displacement of FITC-Tn7 peptide from fibrin DD(E); 0% = median of compound wells per plate;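 active means inhibition above the mean of compounds falling within the control limits plus 3 SD of them, cut at about 14% in these data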;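 further: 0% = plate median of compound wells and 100% = 10 µM Aha-Tn7 peptide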
# Target sequence (P02675 whole entry, looked up): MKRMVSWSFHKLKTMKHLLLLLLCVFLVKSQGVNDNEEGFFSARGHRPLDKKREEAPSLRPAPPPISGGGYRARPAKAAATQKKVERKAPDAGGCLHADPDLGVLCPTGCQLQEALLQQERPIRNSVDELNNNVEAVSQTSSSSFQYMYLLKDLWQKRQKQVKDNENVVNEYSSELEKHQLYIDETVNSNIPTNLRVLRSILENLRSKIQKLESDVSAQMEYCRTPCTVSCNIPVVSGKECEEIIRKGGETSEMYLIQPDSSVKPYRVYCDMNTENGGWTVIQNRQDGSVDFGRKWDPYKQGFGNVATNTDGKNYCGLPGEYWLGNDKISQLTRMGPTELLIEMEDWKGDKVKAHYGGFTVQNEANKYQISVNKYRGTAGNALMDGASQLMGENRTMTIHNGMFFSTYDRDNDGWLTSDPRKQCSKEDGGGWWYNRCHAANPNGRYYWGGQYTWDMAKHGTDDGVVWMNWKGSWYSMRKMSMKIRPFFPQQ
#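 Also added: labelled Tn7 tracer, 0.1 µM; Assay system: human fibrin DD(E) protein; Amount: 2 µM fibrin DD(E); Schedule: 10 min compound pre-incubation, 3 h probe incubation at room temperature; Repeats: one replicate per compound; Read-out basis: percent inhibition; Measured by: fluorescence polarization of the labelled Tn7 tracer.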
# ADAM17 inh: inhibitors of human ADAM17. P78536. recombinant ADAM17, EDANS/DABCYL FRET peptide cleavage. hit rate 0.83% among 370,000. inhibition, % at 6.95 µM. AID 720648;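 active means inhibition above the mean of compounds lying between control limits plus 3 SD, set per campaign, cut at about 8.5% in these data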;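 further: 0% = DMSO-only wells as the low control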
# Tn6 DDE FP: DD(E)-Tn6 binding inhibition, primary FP screen | Fibrin DD(E) TRITC-Tn6 fluorescence polarization displacement | inhibition, % at 8.3 µM | hit rate 0.21% among 370,000 | P02675;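 active means inhibition above a per-campaign cutoff: mean of compounds within control limits plus 3 SD, cut at about 15% in these data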;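 further: 0% = median of all compound wells on the plate and 100% = blocking peptide control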
# PLC-beta3 inh: PLC-beta3 (human) inhibition, primary screen. Q01970. Purified PLC-beta3, fluorogenic substrate, fluorescence. inhibition, % at 12.2 µM. hit rate 0.18% among 370,000; in the data active means inhibition above about 11%;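 further: 0% = median of compound wells on plate and 100% = full blocker control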
# UHRF1 binding: human UHRF1 methylated DNA binding inhibitors; Q96T88; UHRF1 binding to methylated oligo, TR-FRET; inhibition, % at 4.4 µM; hit rate 0.75% among 370,000; in the data active means inhibition above about 21%;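 further: UHRF1 SRA domain binding a hemimethylated CpG hairpin DNA probe; 0% = median of test compound wells and 100% = reference inhibitor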
# Starred values were filed as active, the others as inactive; i = inactive.
SMILES,ASAP1 GAP inh,KLK7 zymogen act,PLCg1 inh,ARFGAP1 inhibitor,MBD2 DNA inh,DDE Tn7 FP inh,ADAM17 inh,Tn6 DDE FP,PLC-beta3 inh,UHRF1 binding
C=C(C)C1CC=C(C)/C(=N/NC(=O)COc2ccc(Cl)cc2)C1 (stereo unspecified),4.4,0.2,0.0,-12.4,0.3,-3.6,0.4,8.1,2.3,6.3
COc1ccc(C)cc1S(=O)(=O)NCC(c1cccnc1)N1CCc2ccccc2C1 (stereo unspecified),-0.1,-0.4,0.0,-10.2,-2.8,4.7,-1.0,4.9,-5.7,-5.3
O=C(COC(=O)C1CC(=O)N(Cc2ccccc2)C1)Nc1ccc(Cl)cc1F (stereo unspecified),-11.6,-0.1,-2.1,-3.9,-5.9,9.4,-0.9,6.7,-4.4,-2.1
CCCCn1c(O)c(/C=C2\C=NN=C2c2ccccc2)sc1=S,-4.6,0.4,-0.8,1.5,-2.1,7.3,-2.2,1.9,2.9,-0.4
CCc1cccc(CC)c1NC(=O)CSc1nnc(C2CC2)n1N,6.4,0.7,9.3,-4.7,-1.4,-7.2,3.1,-2.9,-2.2,1.4
COc1ccc(Cl)cc1-c1nc(N)nc(NC2CCCCC2)n1,8.2,0.0,2.2,3.0,6.2,1.1,-4.0,-1.6,-0.3,1.6
CCOC(=O)c1cc(CC)sc1NC(=O)c1ccc([N+](=O)[O-])c(N2CCOCC2)c1,0.3,0.4,1.6,4.1,1.0,0.2,0.4,-6.0,2.7,3.0
CC1(C(=O)Nc2cnc3ccccc3c2)CCN1Cc1ccc(-c2ccccc2)o1 (stereo unspecified),-2.1,1.4,-8.1,1.1,4.7,-0.6,-4.5,2.8,-6.9,0.9
Cc1cccc(Cn2c(=O)n(-c3ccc(CC(=O)NCc4ccco4)cc3)c(=O)c3sccc32)c1,10.6,0.1,2.4,7.7,-2.1,4.2,0.8,-3.0,0.5,0.2
CCc1ccccc1NC(=O)c1cc(S(=O)(=O)N2CCc3ccccc32)cn1C,-12.0,0.8,9.4,5.6,0.3,-2.2,6.9,-6.2,5.9,5.8
O=c1nc2ccc(Cl)cn2c2ccc(S(=O)(=O)N3CCCCC3)cc12,5.4,-9.0,-459.6,-9.5,-1.7,-2.2,-195.7,-0.3,i,1.1
CSCc1cc(N2CCCC2)nc(-c2ccccc2)n1,8.7,0.4,4.8,0.8,-2.5,-3.8,0.3,0.2,-1.3,0.9
O=C(NCC1CCN(C(=O)c2ccc([N+](=O)[O-])cc2)CC1)c1ccc([N+](=O)[O-])cc1,-5.9,-0.8,-2.8,-2.3,-2.7,-8.5,-5.8,-1.7,-7.8,-2.9
Cn1nc(C(C)(C)C)c([N+](=O)[O-])c1C(=O)Nc1cccc2ccccc12,-5.9,0.5,4.8,-2.3,-1.7,-2.2,2.2,-3.2,0.6,-0.6
COc1ccc(CN2C(=O)CCC2(C)c2nc3ccccc3[nH]2)cc1 (stereo unspecified),-4.7,-0.2,-2.0,3.5,2.9,4.6,-4.8,2.2,0.1,-1.1
Cc1ccc(NC(=O)c2ccco2)c(NC(=O)c2ccccc2)c1,4.9,-0.2,0.1,4.7,0.2,-1.4,0.1,3.1,-114.0,-0.5
CCCOc1ccc(C2NC(=O)NC2=O)cc1 (stereo unspecified),-6.5,-1.0,2.5,-15.5,0.0,8.1,1.7,4.2,-16.1,-1.7
CCc1ccc(N(CC(=O)NC2CCCC2)C(=O)CCC(=O)Nc2cc(C)on2)cc1,-15.6,0.2,-1.3,-0.8,-2.7,9.2,0.8,0.4,-4.3,-1.6
COc1ccc(-c2nn(-c3ccccc3)cc2/C=C/C(=O)N2CCOCC2)cc1OC,7.2,9.0,-158.7,10.6,-2.5,-2.0,-4.6,-9.6,-179.4,-1.3
COc1ccc(-c2cc(N3C(=O)Nc4ccccc4N3O)n[nH]2)cc1,-11.8,0.2,-0.3,6.3,1.4,-1.2,-4.9,0.2,-5.0,-2.8
CCOC(=O)N1CCN(C(=O)/C(=C/c2cccs2)NC(=O)c2cccs2)CC1,-2.8,0.6,-2.8,5.2,-3.7,-5.9,1.5,-1.7,-1.8,-3.3
Cc1[nH]c2ccccc2c1C(=O)COC(=O)C1CC(=O)N(Cc2ccccc2)C1 (stereo unspecified),-3.3,-0.4,2.3,3.1,-0.2,-4.0,-0.8,3.1,1.6,-0.7
O=C(COC(=O)/C=C/c1ccc(S(=O)(=O)N2CCOCC2)cc1)Nc1ccc(F)c(F)c1F,-18.2,-0.3,2.8,6.0,-3.1,-5.4,-3.8,-0.3,2.5,-1.4
O=C(CSc1nnc(-c2cccnc2)o1)Nc1ccc(F)cc1,7.3,0.5,-2.3,2.2,-7.2,-2.2,0.9,3.9,1.2,0.5
O=C1c2ccccc2C(Nc2cccc(C(F)(F)F)c2)N1Cc1ccco1 (stereo unspecified),11.9,0.2,1.2,10.3,-6.5,5.1,6.5,13.2,-5.7,-0.7
O=S(=O)(Nc1cccnc1)c1cccs1,7.9,0.2,0.2,8.4,0.9,-4.7,-1.9,-1.9,-0.7,0.4
COc1cccc(/C=C/C(=O)NCc2ccc(S(N)(=O)=O)cc2)c1,8.9,1.0,-13.7,4.0,4.2,6.9,-23.5,5.9,-26.4,0.2
COc1ccc(N2COC3c4cccc5cccc(c45)C32)cc1 (stereo unspecified),-9.6,0.7,-15.1,1.4,1.8,3.7,-5.7,7.4,-18.9,-8.2
Cc1ccc(NC(=O)CCC(=O)N/N=C/c2ccc(O)cc2O)cc1,10.4,-5.0,-4.3,12.8,-0.2,-0.4,-6.7,13.5,-12.9,-1.9
CC1CCc2c(C(=O)OCC(=O)Nc3cccc(S(=O)(=O)N4CCCCCC4)c3)csc2C1 (stereo unspecified),15.2,-0.6,1.5,1.9,-0.9,-6.7,6.7,-2.5,0.1,-3.7
Cc1cc(NC(=O)CSc2nnc(-c3ccc4c(c3)OCCO4)o2)no1,-9.9,-0.1,-1.1,1.1,-6.4,5.6,0.9,0.5,-3.7,-1.7
O=C(Nc1nnc(-c2ccc3c(c2)CCCC3)o1)c1ccccc1Cl,-14.1,-0.5,-6.5,-17.4,3.3,7.5,-2.2,0.0,-8.8,1.7
Cc1cc(-c2nn3c(-c4ccccc4)nnc3s2)c2ccccc2n1,-12.1,-2.4,-3.4,-9.8,-1.6,5.2,-5.8,-5.2,-8.1,-5.3
CCOC(=O)c1sc2nc(SCC(=O)NCc3ccco3)n(Cc3ccccc3)c(=O)c2c1C,6.3,0.3,-1.2,0.5,3.5,2.1,-2.1,-2.9,0.4,2.6
CCCSc1ccc(-c2nn(-c3ccccc3)cc2/C=C(/C#N)C(=O)N2CCOCC2)cc1,3.0,-14.8,-54.5,3.0,-3.0,-7.2,-0.8,0.5,-64.0,6.5
O=C(O)C1CCCN1C(=O)c1cccs1 (stereo unspecified),-6.8,0.4,3.2,-2.2,2.4,-3.2,0.8,8.6,5.8,0.9
O=C(c1ccc2c(=O)n(Cc3ccccc3)c(=S)[nH]c2c1)N1CCCC1,-11.3,0.3,1.4,12.6,1.7,-0.9,-0.6,-6.3,-7.0,1.1
Cc1cc(NC(=O)Cn2ccsc2=N)c([N+](=O)[O-])cc1C,4.7,0.5,1.2,7.8,-3.9,-3.9,2.9,-6.9,0.3,0.6
Cc1ccc(C(=O)CSc2n[nH]c(C)n2)cc1,-9.6,-0.7,0.5,-11.5,-3.1,6.7,-2.9,5.0,-0.2,-4.5
Cc1cc(C)[n+](Cc2ccccc2)cc1C(N)=O,-0.7,-0.3,-1.3,-7.8,-0.5,6.1,0.8,7.5,-2.5,-1.6
N#Cc1nc(Cc2ccccc2)oc1N1CCCC1,5.2,0.1,-3.1,-3.0,-0.1,6.3,-1.5,2.1,3.1,-0.3
C[C@H](CO)N1C[C@H](C)[C@@H](CN(C)S(C)(=O)=O)Oc2ccc(N(C)C)cc2C1=O,-3.4,-0.5,-72.1,9.1,-4.0,-0.5,-7.8,4.8,-103.7,-0.7
Cc1cc(C)c2c(N)c(C(=O)NN3CC(=O)N(c4ccccc4)CC3=O)sc2n1,-4.2,109.2*,i,5.5,-4.2,-1.8,-287.7,-2.2,i,-3.8
Cc1nc(NC(C)(C)CO)c([N+](=O)[O-])cc1[N+](=O)[O-],5.2,0.1,2.6,0.1,-1.3,1.5,1.5,2.1,-1.1,-1.6
O=[N+]([O-])c1ccccc1S(=O)(=O)Nc1ccc(-c2ccc(N3CCCC3)nn2)cc1,-3.5,-0.5,-1.2,-0.7,-5.1,9.9,-4.4,9.1,-1.2,2.5
CCOc1ccc(Br)cc1S(=O)(=O)Nc1ccc(C(=O)Nc2ccc(C)cc2)cc1,9.9,-0.5,-4.0,6.4,-5.4,4.5,0.9,-0.8,-0.9,-4.4
COC(=O)NC1CSCC1OC(=O)c1ccc(Br)cc1 (stereo unspecified),0.1,-0.7,2.7,15.4,5.8,0.6,-1.8,-3.2,-1.9,3.6
O=C1CSC(=S)N1Cc1cccnc1,2.6,0.4,-15.2,6.8,-4.2,5.5,-2.4,4.3,-19.9,-2.4
CC1(c2ccccc2)NC(=O)N(CCN2C(=O)c3ccccc3C2=O)C1=O (stereo unspecified),24.9*,-0.3,3.5,11.9,7.4,0.0,-3.6,-14.7,-3.7,4.6
CN1CCCN(C(=O)CC(c2ccccc2)c2ccccc2)CC1,3.8,0.4,6.0,-7.2,-3.2,2.2,-3.4,-2.6,8.5,0.7
O=C(Cn1cc(C(=O)C(F)(F)F)c2ccccc21)N1CCOCC1,1.9,-0.2,-3.3,3.1,0.8,-2.9,-3.5,4.5,1.2,-1.3
O=C(NCc1cccs1)c1cc(S(=O)(=O)N2CCCCC2)ccc1Cl,-0.9,0.4,9.1,-2.1,0.4,4.5,3.6,6.6,-1.4,2.3
